Screening data deposited in PubChem BioAssay by National Center for Advancing Translational Sciences (NCATS).
MmCpn inh = M. maripaludis TRiC chaperonin inhibition; purified Mm-Cpn ATPase, ADP Transcreener TR-FRET; Potency, µM (highest dose often 76.9 µM), inactives show top-dose activity, negative = inhibition, most hits filed as inhibitors; actives 0.031% (n = 330,000); AID 504842; also: potency is read from the fitted curve at half-maximal effect; % is scaled to controls: 0 for no effect and ±100 for the full control effect; nearly all actives have a fitted effect of over 80% in size
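Quantitative HTS used 25 nM Mm-CPN and 10 uM ATP in magnesium/KCl Tris buffer, pH 7.4, with 1 mM DTT. Hydrolysis ran 30 min at 37°C; ADP was read by HTRF.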
TDP-43 yeast inh = inhibitors of TDP-43 toxicity in yeast. actives 1.8% (n = 410,000). AID 652104. TDP-43 expressing yeast growth rescue, BacTiter-Glo, 24 h. Potency, µM (highest dose often 46.1 µM), without a hit: at the top dose growth rescue (activation), hits mostly activators; also: potency is read from the fitted curve at half-maximal effect; % of control where 0% means no effect; nearly all actives have a fitted effect of over 50% in size
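Cell-based yeast growth screen: TDP-43 expression induced in galactose, inoculum OD600=0.02 after raffinose pregrowth to mid-log. Read-out BacTiter-Glo luminescence at 24 hr, 30 deg C; inhibition of toxicity seen as signal increase.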
aSyn yeast inh = alpha-synuclein toxicity inhibition in yeast; Yeast expressing alpha-synuclein, growth rescue, BacTiter-Glo, 24 h; AID 652106; Potency, µM (doses to about 46.1 µM), for inactives: top-dose growth rescue (activation), usual class: activators; actives 0.14% (n = 370,000); also: potency is read from the fitted curve at half-maximal effect; % of control where 0% means no effect; nearly all actives have a fitted effect of over 65% in size
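Rescue of yeast growth: cells expressing toxic alpha-synuclein, induced in galactose at OD600 0.02, incubated with compound 24 h at 30 C. ATP luminescence quantified growth; inhibitors of toxicity appear as activators.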
Abeta rescue = A-beta toxicity reversal in yeast; yeast expressing A-beta42, growth rescue, OD600, 48 h; response scale: 0% DMSO, 100% iron-clioquinol control; AID 1347071; actives 0.063% (n = 410,000); Potency, µM (highest dose often 46.1 µM), without a hit: at the highest dose growth rescue, most hits filed as activators; also: potency is read from the fitted curve at half-maximal effect; nearly all actives have a fitted effect of over 55% in size
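Yeast growth medium received pinned compounds, then yeast cells expressing toxic A-beta were added; plates incubated at 30 C for 48 hr. Growth read as absorbance at 600 nm, normalized to DMSO and equimolar FeCl3 plus clioquinol controls.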
Akt phos inh = Akt phosphorylation inhibition | Neuro2A IGF-stimulated pAkt S473 HTRF, 20 min; hits give low values | activity change, % for hits at 50 µM | actives 0.32% (n = 360,000); in the data active = activity change below about -80%; inconclusive = mostly about -51% to -80%; also: % is scaled to controls: 0 for no effect and ±100 for the full control effect
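Neuro2A cells (4,500/well, DMEM with 0.5% FBS) were treated with compound at a single 50 µM final concentration, stimulated with 6 nM IGF for 20 min at 37 °C, and lysed. Phospho-Akt Ser473 was read by HTRF as 665/615 ratio ×10^4.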
HEK293 tox = cytotoxicity in counter-screen for GLP-1R inverse agonists; Potency, µM (series often up to 38.3 µM), for inactives: at the top dose activity change, negative = inhibition, actives largely listed as inhibitors; actives 0.13% (n = 410,000); HEK293 cAMP-luciferase reporter cells, luminescence, 24 h; AID 624418;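 also: loss of luciferase light is scored as toxicity; potency is read from the fitted curve at half-maximal effect; % is scaled to controls: 0 for no effect and ±100 for the full control effect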
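Cells in DMEM/10% Nu serum/1% pen-strep, 1536-well format. Pre-incubated 12 h, dosed with 23 nL compound, incubated a further 24 h. Luciferase detection, 12 min at room temp, luminescence.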
FUS yeast rescue = FUS proteinopathy suppression in yeast | Potency, µM (highest dose often 76.6 µM), without a hit: at the top dose growth rescue (activation), hits mostly activators | actives 0.24% (n = 390,000) | S. cerevisiae FUS-expressing, growth rescue, OD600, 24 h | AID 1347120;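 also: potency is read from the fitted curve at half-maximal effect; plate controls were DMSO vehicle for no effect and reference control for full effect; nearly all actives have a fitted effect of over 55% in size; some results filed as inactive show a strong effect at the top dose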
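S. cerevisiae expressing FUS from galactose induction served as the toxicity model. Growth after 24hr at 30C, read as absorbance at 600 nm, indicates suppression of toxicity; compounds dosed at several concentrations.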
PTHR1 agonist = activates the human parathyroid hormone receptor PTHR1. actives 0.075% (n = 410,000). Q03431. Potency, µM (titrated, usually from 115 µM), for inactives: top-dose activation, usual class: activators. AID 743266. HEK293 GP2 PTHR1 cells, GloSensor cAMP luminescence, 1 h; also: potency is read from the fitted curve at half-maximal effect; nearly all actives have a fitted effect of over 55% in size; some results filed as inactive show a strong effect at the top dose; inactives centre near -15; many of its hits are not listed in these tables
Target sequence (Q03431 whole entry, looked up): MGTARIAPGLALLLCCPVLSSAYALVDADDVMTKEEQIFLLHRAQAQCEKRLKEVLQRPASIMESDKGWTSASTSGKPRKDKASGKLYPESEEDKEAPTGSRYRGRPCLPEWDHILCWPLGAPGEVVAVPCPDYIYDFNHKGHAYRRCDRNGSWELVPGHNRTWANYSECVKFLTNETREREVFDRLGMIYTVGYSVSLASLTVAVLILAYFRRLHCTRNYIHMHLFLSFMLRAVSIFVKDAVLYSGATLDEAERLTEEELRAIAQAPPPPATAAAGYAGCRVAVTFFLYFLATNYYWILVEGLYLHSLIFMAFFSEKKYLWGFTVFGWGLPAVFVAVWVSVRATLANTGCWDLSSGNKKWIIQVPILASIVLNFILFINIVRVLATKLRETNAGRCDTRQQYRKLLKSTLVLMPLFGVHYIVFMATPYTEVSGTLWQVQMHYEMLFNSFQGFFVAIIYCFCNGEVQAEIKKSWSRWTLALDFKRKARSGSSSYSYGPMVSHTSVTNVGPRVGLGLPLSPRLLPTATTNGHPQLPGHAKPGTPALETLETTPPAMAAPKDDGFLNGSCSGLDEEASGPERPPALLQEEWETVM
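HEK-293-derived GP2 cells expressing PTHR1 and a GloSensor cAMP reporter, 3,000/well, plated overnight, given luciferin plus IBMX (each 0.5 mM as added) for 1 h at 37 °C, then compound for 1 h at 37 °C. Luminescence was read after 15 min at room temperature.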
GLP-1R inv ag = acts as inverse agonist at human GLP-1 receptor. HEK293 GLP-1R CRE-luciferase, luminescence, 24 h; GLP-1R form is constitutively active. Potency, µM (highest dose often 38.3 µM), for inactives: at the top dose activity change, negative = inhibition, hits mostly inhibitors. actives 1.6% (n = 410,000). AID 624417. P43220; also: potency is read from the fitted curve at half-maximal effect; % is scaled to controls: 0 for no effect and ±100 for the full control effect; nearly all actives have a fitted effect of over 55% in size
Target sequence (P43220 whole entry, looked up): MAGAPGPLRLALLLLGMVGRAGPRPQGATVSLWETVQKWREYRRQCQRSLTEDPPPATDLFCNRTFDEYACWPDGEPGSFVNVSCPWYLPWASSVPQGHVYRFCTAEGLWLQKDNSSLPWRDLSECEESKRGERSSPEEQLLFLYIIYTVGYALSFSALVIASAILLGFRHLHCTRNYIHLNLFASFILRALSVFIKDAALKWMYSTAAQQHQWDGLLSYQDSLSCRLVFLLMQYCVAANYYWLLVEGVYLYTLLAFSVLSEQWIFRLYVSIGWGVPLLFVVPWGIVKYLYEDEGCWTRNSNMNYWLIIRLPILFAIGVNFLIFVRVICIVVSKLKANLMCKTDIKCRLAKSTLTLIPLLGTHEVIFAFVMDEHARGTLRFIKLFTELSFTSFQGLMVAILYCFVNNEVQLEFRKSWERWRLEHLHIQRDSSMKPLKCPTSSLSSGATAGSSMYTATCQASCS
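Inverse agonism was detected as reduced cAMP-driven luciferase luminescence after 24 h compound treatment. The cells were HEK293 clones expressing constitutively active human GLP-1R with the reporter. Reporter-only and GPR119 cell lines served as counterscreen controls.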
Starred values were filed as active, the others as inactive; i = inactive; ? = inconclusive; nt = not tested or not shown; & = joins results of further samples; [ ] = another dose, or the depositor's remark. Unless noted, calls follow the shape of the dose curve; as a rule, active = well fitted curve in the direction sought with a large enough effect; inconclusive = small, poorly fitted or top-dose-only effect, or another doubt; inactive = no such curve, though single readings can be large; an effect the other way counts as inactive or inconclusive. Only part of the results is shown, so the mix of outcomes need not match the whole.

Compound | MmCpn inh | TDP-43 yeast inh | aSyn yeast inh | Abeta rescue | Akt phos inh | HEK293 tox | FUS yeast rescue | PTHR1 agonist | GLP-1R inv ag
CCN(CC)S(=O)(=O)c1cc([N+](=O)[O-])ccc1NNC(=O)Nc1ccc(F)cc1 | 0.4% | -0.8% | nt | 2.6% | nt | ? | -8.6% | -5.7% | ?
C=CCSC1=C(C#N)C(c2cc(Br)c(O)c(OC)c2)CC(=O)N1 (stereo unspecified) | 0.1% | -13.4% | -55.6%[inhibitor] | -4.2% | i | 2.0% | 10.4% | -10.9%[57.5 µM] | -2.4%
CCCCN(C(=O)c1nn(C)c(=O)c2ccccc12)c1c(N)n(CCC)c(=O)[nH]c1=O | 2.8% | 14.3% | 2.0% | -2.4% | i | 1.6% | -7.4% | -13.4% | 8.5%
Cc1ccc(C2(C(F)(F)F)NC(=O)N3N=C4CCCCCN4C3=C2C#N)cc1 (stereo unspecified) | ? | -21.1% | -2.5% | 2.2% | i | 4.1% | 5.9% | i | 10.8%
Cc1c(Cl)cccc1NC(=O)CC(c1ccc(F)cc1)N1Cc2ccccc2C1=O (stereo unspecified) | nt | -18.6% | nt | -16.5% | nt | -14.8% | 16.1% | -42.6%[inhibitor] | ?
COC(=O)c1cc(S(=O)(=O)NCCCN2CCCC2=O)cn1C | 0.4% | -4.0% | -2.4% | -1.3% | i | -7.6% | 9.9% | i | 15.6%
Cc1cc(C)c(C#N)c(Nc2cccc(Br)c2)n1 | -2.9% | 17.3% | 0.7% | 1.6% | i | 17.2% | 1.9% | i | -17.4%
CCN(c1ccccc1)S(=O)(=O)c1ccc(OC)c(NC(=O)Cc2ccc(OC)c(OC)c2)c1 | 1.6% | 4.8% | 3.0% | 1.2% | i | 2.0% | 30.8% | -1.3% | -23.2%
CN1C(=O)c2ccccc2N(C)C1c1ccc2c(c1)OCO2 (stereo unspecified) | -1.2% | 25.9% | 14.9% | -7.1% | i | 39.3%[activator] | -0.7% | -14.0% | -19.4%
O=C(Nc1cccc(S(=O)(=O)Nc2ccccc2F)c1)c1ccc2ccccc2n1 | 1.8% | -14.2%[1.82 µM] | -11.3% | -69.6%[inhibitor] | i | 0.0% | 0.0% | -35.1%[inhibitor] | ?
Cc1cccn2c(=O)c3cc(C(=O)NCC(C)C)sc3nc12 | -5.2% | ? | -3.8% | -2.3%&-4.2% | i | 5.8%&14.2% | -7.2%&-25.5% | -1.0%&10.1% | 33.7%&4.7%[activator]
CC(=O)Nc1c(C)nn(-c2ccccc2)c1N1CCC(C(=O)Nc2cccc(C(F)(F)F)c2)CC1 | nt | ? | nt | ? | nt | -0.5% | 22.5% | i | -16.3%
O=C(COC(=O)c1cccs1)NCC1CCCCC1 | -6.3% | -4.3% | 2.3% | -9.9% | i | 10.2% | -2.6% | -9.5% | 39.3%[activator]
Cc1cccc(N(C(=O)Cn2nnc3ccccc32)C(C(=O)NCc2ccco2)c2ccncc2)c1C (stereo unspecified) | -0.2% | 15.6% | -24.4% | 18.5% | i | -2.6% | -3.1% | -36.2%[inhibitor] | 7.0%
NS(=O)(=O)c1ccc(CNC(=S)NC(=O)c2ccco2)cc1 | 3.3% | -16.1% | -1.1% | 17.2% | i | 3.8% | 8.7% | -17.8% | 7.8%
CCOC(=O)[C@H]1[C@H]2COc3ccc(C)cc3[C@@H]2N2C(=O)[C@@H](C)NC(=O)[C@@]12C | -0.1% | 0.3% | -1.1% | -1.0% | i | -26.4% | -9.9% | i | -4.2%
O=C(CSc1n[nH]c(-c2ccccn2)n1)Nc1cccc(Cl)c1 | 2.9% | 11.2% | -10.4% | 7.6% | i | ? | -20.6% | i | -11.5%
CCC1C(C#N)=C(N)OC2=C1C(=O)CC(C)(C)C2 (stereo unspecified) | -3.5% | -7.1% | 6.2% | 4.1% | i | 5.3% | 9.9% | -19.3% | -1.9%
CN1CCN(C(=O)c2ccccc2NC(=O)c2cccc(Cl)c2)CC1 | -2.3% | -16.8% | 1.3% | 0.0% | i | -3.2% | nt | i | 1.7%
C/C(=N/NS(=O)(=O)c1cc(C)ccc1C)c1c[nH]c2ccccc12 | -2.2% | -10.8% | -2.4% | -5.0% | i | 1.0% | 14.9% | -21.8% | ?
O=C(O)c1ccccc1OCc1nc2ccccc2s1 | -2.7% | -20.4% | 3.5% | -2.5% | i | 27.3% | -6.8% | -38.7%[inhibitor] | 12.3%
O=S(=O)(NCCc1cn2ccccc2n1)c1ccc(F)c(C(F)(F)F)c1 | -2.3% | 23.1% | 7.0% | -6.5% | i | 6.2% | -13.2% | i | -13.6%
O=C(Nc1ccccc1)c1ccsc1 | 0.4% | 28.8% | 1.0% | 1.0% | i | -3.7% | nt | i | 16.9%
COc1ccc(C(=O)OCc2cc3cccc(C)c3[nH]c2=O)cc1 | -7.7%[15.4 µM] | -10.6% | -13.9% | -16.1% | ? | 4.0% | 6.6% | -12.4%[57.5 µM] | 11.0%
Cc1cc(NC(=O)CCC(=O)N(c2ccccc2)C(C(=O)NC2CCCCC2)c2cccs2)no1 (stereo unspecified) | -1.3% | -12.6% | -1.8% | 10.8% | i | -0.6% | 1.3% | -10.3%[57.5 µM] | 1.0%
CC(=O)N1CCSc2ccc(S(=O)(=O)NCCc3cccc(C)c3)cc21 | -3.3% | 14.1% | 4.2% | 9.6% | i | -4.4% | -1.6% | -40.5%[inhibitor] | -31.8%
CC(=O)c1ccc(NC(=O)CSc2nnc3c(n2)[nH]c2ccccc23)cc1 | nt | 8.4% | nt | -23.7% | nt | 7.5% | 6.3% | i | 26.9%
O=c1[nH]c(SCc2ccccc2Cl)nc2c1CCC2 | 1.1% | 20.9% | -8.9% | 3.3% | i | 9.4% | -3.8% | -18.9% | 0.0%
CC(=O)c1c(C)oc2c1cc(NS(=O)(=O)c1ccc(Br)cc1)c1ccccc12 | nt | 10.2% | nt | -7.7% | nt | -26.2% | 2.4% | -42.8%[inhibitor] | ?
O=C(CN1C(=O)NC2(CCCCC2)C1=O)N1CCN(S(=O)(=O)c2ccc(F)c(F)c2F)CC1 | 2.3% | -16.9% | -2.4% | -8.7% | i | 4.0% | 12.3% | i | 2.3%
CC(C)Sc1nc2[nH]ncc2c(=O)[nH]1 | -1.7% | -8.7% | 0.5% | 4.1% | i | 0.0% | -15.4% | i | 1.2%
CC(=O)Nc1nnc(COc2ccc(Cl)cc2)s1 | 2.7% | 8.2% | -3.6% | 8.7% | i | 0.4%[0.307 µM] | 2.8% | i | 31.4%[activator][0.307 µM]
O=C1CCCN1c1ccc(S(=O)(=O)Nc2cccnc2)cc1 | 0.7% | 13.5% | -2.7% | -5.6% | i | -1.1% | 2.7% | i | 13.3%
COc1ccc(C2/C=C\CN(Cc3ccncc3)CC(=O)N2Cc2ccc(F)cc2)cc1 (stereo unspecified) | 0.8% | -5.4% | 7.9% | 1.4% | i | 1.5% | -17.7% | -41.3%[inhibitor] | -2.1%
CCCc1ccc2oc(C(=O)N(C)Cc3cnccn3)c(C)c2c1 | -1.6% | 20.9% | 8.0% | -15.6% | i | 4.1% | 7.7% | -25.6% | -47.3%
O=C(CC(Nc1ccc(Cl)cc1)C(=O)O)c1ccccc1 (stereo unspecified) | -6.2% | 10.8% | ? | -7.7% | i | -9.3% | 14.9% | -23.7% | 5.1%
COc1cc(NC(=O)Nc2cccc(-c3noc(C)n3)c2)cc(OC)c1OC | nt | -6.0% | -3.6% | -27.5% | nt | -2.8% | 9.1% | -44.8%[inhibitor] | ?
N#CC1=C(N)N2C(=C(C#N)C1c1ccc(Br)cc1)Nc1ccccc12 (stereo unspecified) | -0.7% | 22.5% | 4.0% | -12.0% | i | 125.1%[activator] | 0.1% | -32.8% | ?
CCOC(=O)C1CCCN(Cc2ccc(OCc3ccccc3)cc2)C1 (stereo unspecified) | 0.5% | -8.6% | -0.8% | -15.5% | i | 3.6% | ? | i | ?
COc1ccc2[nH]cc(CCNC(C)=O)c2c1 | nt | 0.5% | 3.2%&-1.1% | -21.7% | i | -1.4% | -29.0% | -1.9% | 1.5%
O=C(COc1ccccc1)Nc1nnc(S(=O)(=O)Nc2ccccc2)s1 | 0.8% | 4.1%&3.5% | -4.8% | -1.1%&-12.5% | i | -6.1%&-3.1% | -2.9%&-1.7% | -29.6% | -15.2%&-4.6%
NS(=O)(=O)c1ccc(CCNC(=O)CC(NC(=O)c2ccccc2Cl)c2ccccc2)cc1 (stereo unspecified) | 1.1% | -22.8% | 8.9% | 0.0% | i | -5.0% | ? | i | 26.6%
CCOc1ccc(CCNC(=O)C2CCN(c3nnc(-n4cccc4)s3)CC2)cc1 | 0.4% | ? | -1.4% | -7.8% | i | 2.8% | -3.5% | i | 7.5%
CCN(C(=O)c1cc(S(=O)(=O)N2CCc3ccccc32)cn1C)c1cccc(C)c1 | nt | 22.8% | nt | -5.2% | nt | 2.4% | ? | -21.8% | -30.9%
COc1cc(OC)cc(C(=O)NNC(=O)CCNS(=O)(=O)c2ccc(C)c(C)c2)c1 | 1.4% | 20.7% | -2.6% | 8.7% | i | 1.7% | 6.4% | -10.9% | -5.8%
c1ccc2c(c1)Sc1cnccc1N2CC1CO1 (stereo unspecified) | nt | 6.7% | ? | 7.1% | i | 5.9% | -20.7% | -10.1% | -19.3%
